Bioassay records as filed in PubChem BioAssay.
HCMV inh – inhibitors of human cytomegalovirus. HFF cells, HCMV-luciferase reporter, 72 h; stronger effect = lower value. activity change, negative = inhibition, % at 57.5 µM. hit rate 4.5% among 410,000. AID 1259415; in the data active means activity change below about -60%; inconclusive means no clear call, values can overlap the other calls; inactive means above about -39%
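After 16 h attachment at 37C, HFF cells received test compound and HCMV-luciferase (1 PFU/cell); reporter luminescence read 72 h later, data normalized against buffer-only and known inhibitor Salinomycin.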
HCV inh – blocks hepatitis C virus; AID 651820; Potency, µM (doses to about 41.8 µM), for inactives: top-dose activity change, negative = inhibition, hits mostly inhibitors; Huh7.5.1 HCVcc-Cre infection, luciferase reporter, 44 h; hit rate 3.4% among 340,000; further: potency means the concentration at half of the fitted maximal effect
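A cell-based infection assay in which seeded cells (1,000 per well) receive test compound after 4 h, are inoculated with HCVcc-Cre at approximately 0.5 moi, and are incubated 44 h before luminescence detection.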
AMA1 RON2 block – AMA1-RON2 (P. falciparum) interaction inhibition; AlphaScreen AMA1-biotinylated RON2 peptide binding; hit rate 0.2% among 360,000; Potency, µM (doses to about 58.2 µM), inactives show at the highest dose activity change, negative = inhibition, most hits filed as inhibitors; AID 720542;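 further: potency means the concentration at half of the fitted maximal effect; 0% = vehicle wells and -100% = peptide control; nearly all actives have a fitted effect of over 45% in size; some results filed as inactive show a strong effect at the top dose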
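AMA1 (3D7) with his tag at 25 nM final met compounds first, then biotinylated RON2 peptide at 25 nM; detection used donor plus acceptor beads, 10 µg/mL apiece, read by AlphaScreen after 30 min at room temperature.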
AmpC no deterg – blocks E. coli AmpC beta-lactamase in detergent-free assay; AID 485341; AmpC nitrocefin hydrolysis, absorbance 480 nm, 0.0001% Triton; hit rate 0.52% among 330,000; Potency, µM (top dose mostly 57.1 µM), without a hit: at the highest dose activity change, negative = inhibition, most hits filed as inhibitors;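 further: potency means the concentration at half of the fitted maximal effect; plate controls were no compound for no effect and no enzyme for full effect; nearly all actives have a fitted effect of over 20% in size; some results filed as inactive show a strong effect at the top dose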
Target sequence (P00811 whole entry, looked up): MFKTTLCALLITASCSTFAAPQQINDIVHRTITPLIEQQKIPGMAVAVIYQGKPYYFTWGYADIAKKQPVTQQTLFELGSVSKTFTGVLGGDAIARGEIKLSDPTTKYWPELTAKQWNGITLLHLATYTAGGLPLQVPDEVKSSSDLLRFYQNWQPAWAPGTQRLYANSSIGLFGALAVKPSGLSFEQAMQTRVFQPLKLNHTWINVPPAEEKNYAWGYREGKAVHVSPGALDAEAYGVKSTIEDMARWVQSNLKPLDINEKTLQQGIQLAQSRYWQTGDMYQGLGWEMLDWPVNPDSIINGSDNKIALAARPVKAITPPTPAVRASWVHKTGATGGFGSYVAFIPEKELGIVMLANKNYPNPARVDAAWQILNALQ
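AmpC (5.3 nM in the dispensed reagent) in 20 mM phosphate pH 7.0 with 0.01% (detergent screen) or 0.0001% Triton X-100 was preincubated with compounds for 15 min at room temperature. Nitrocefin was then added from an 800 uM solution, and hydrolysis was followed at 480 nm.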
TbPYK inhibitor – inhibitors of Trypanosoma brucei pyruvate kinase; Q57TT1; TbPYK enzyme, Kinase-Glo Plus ATP luminescence, 45 min; Potency, µM (doses to about 76.8 µM), for the others: top-dose activity, negative = inhibition, actives largely listed as inhibitors; hit rate 0.12% among 410,000; further: potency means the concentration at half of the fitted maximal effect; nearly all actives have a fitted effect of over 50% in size
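Readout: single end-point luminescence (Kinase-Glo Plus, 10 min). Reaction conditions were TbPYK/substrate plus 130 uM ADP, 45 min at RT, pH 7.2 TEA buffer. No-enzyme wells served as controls, and data were normalized before concentration-response fitting.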
AmpC inh detg – inhibitors of E. coli AmpC beta-lactamase with detergent. AmpC hydrolysis of nitrocefin, absorbance 480 nm, 0.01% Triton. P00811. Potency, µM (top dose mostly 114 µM), inactives show top-dose activity change, negative = inhibition, most hits filed as inhibitors. hit rate 0.041% among 370,000;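 further: potency means the concentration at half of the fitted maximal effect; 0% = no-compound wells and -100% = no-enzyme wells; nearly all actives have a fitted effect of over 25% in size; some results filed as inactive show a strong effect at the top dose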
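AmpC (5.3 nM in the dispensed reagent) in 20 mM phosphate pH 7.0 with 0.01% (detergent screen) or 0.0001% Triton X-100 was preincubated with compounds for 15 min at room temperature. Nitrocefin was then added from an 800 uM solution, and hydrolysis was followed at 480 nm.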
LmPK inh – inhibitors of Leishmania mexicana pyruvate kinase | purified LmPK, Kinase-Glo ATP luminescence, 1 h | Potency, µM (series often up to 57.5 µM), for inactives: top-dose activity change, negative = inhibition, most hits filed as inhibitors | hit rate 0.37% among 290,000 | AID 1721; further: potency means the concentration at half of the fitted maximal effect
Target sequence (Q27686 whole entry, looked up): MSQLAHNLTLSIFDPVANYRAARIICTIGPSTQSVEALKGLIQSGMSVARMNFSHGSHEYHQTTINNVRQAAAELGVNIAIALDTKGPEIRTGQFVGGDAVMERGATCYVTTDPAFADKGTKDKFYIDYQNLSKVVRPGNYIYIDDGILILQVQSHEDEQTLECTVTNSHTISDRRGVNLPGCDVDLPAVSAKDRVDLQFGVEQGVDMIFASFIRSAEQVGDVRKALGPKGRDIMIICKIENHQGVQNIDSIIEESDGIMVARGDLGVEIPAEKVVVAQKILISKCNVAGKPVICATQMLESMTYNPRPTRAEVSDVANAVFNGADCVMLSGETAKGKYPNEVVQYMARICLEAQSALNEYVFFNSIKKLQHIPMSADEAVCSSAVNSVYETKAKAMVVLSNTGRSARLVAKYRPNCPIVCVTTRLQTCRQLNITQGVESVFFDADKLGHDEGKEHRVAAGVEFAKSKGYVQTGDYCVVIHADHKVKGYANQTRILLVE
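Kinase-Glo luminescence read after 1 h RT reaction of 0.1 nM LmPK with 0.5 mM PEP and 0.1 mM ADP. Activity scaled between uninhibited and enzyme-free controls.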
An asterisk follows results filed as active; ? = inconclusive; . = not tested or not shown; & = joins results of further samples; [ ] = another dose, or the depositor's remark. Unless noted, the call rests on the fitted dose curve; in most records, active means well fitted curve in the direction sought with a large enough effect; inconclusive means small, poorly fitted or top-dose-only effect, or another doubt; inactive means no such curve, though single readings can be large; an effect the other way counts as inactive or inconclusive. Unless noted, on the % scale 0 is the no-effect control and ±100 the full control effect. Compounds were not picked by outcome; any-hit rate near 7.5%.

SMILES	HCMV inh	HCV inh	AMA1 RON2 block	AmpC no deterg	TbPYK inhibitor	AmpC inh detg	LmPK inh
Cc1cc(OCCN2CCCC2)cc(C(C)C)c1	-31	0%	-8%	-10%	2%	4%	-5%
CN1CCC(N2CC3CC(C2)c2cccc(=O)n2C3)CC1 (configuration not stated)	-20	?	4%	-28%	?	?	-3%
COc1cc(-c2nnn(CC(=O)N3CCOCC3)n2)cc(OC)c1OC	58	7%	1%	-9%	-17%	-14%	-3%
CC1CCCN(c2nc3c(c(=O)[nH]c(=O)n3C)n2CCSc2ncccn2)C1 (configuration not stated)	.	.	.	-14%	.	6%	15%
CCCCOC(=O)CSc1nc2ccccc2o1	13	12%	25%	-1%	-11%	3%	-4%
COc1ccc(CCNC(=O)Cc2c(C)c3cc4c(C(C)(C)C)coc4c(C)c3oc2=O)cc1OC	15	.	.	.	0%	-5%	.
O=C(CN(Cc1ccccc1Cl)C(=O)c1ccc(CN2CCOCC2)o1)NCC1CCCO1 (configuration not stated)	24	13%	15%	78%[activator]	0%	-12%	-1%
CC(Oc1cccc(Cl)c1)C(=O)Nc1ccccc1N1CCCCC1 (configuration not stated)	-27	-8%	-3%	-26%	-4%	-10%	.
Cc1cc(C)cc(-n2ncc3c2CCCC3NC(=O)CCN2CCCC2=O)c1 (configuration not stated)	-3	0%	-4%	-10%	-8%	-4%	-5%
O=C(CC1Oc2ccccc2NC1=O)NCc1ccc(F)cc1 (configuration not stated)	-10	.	.	.	1%	4%	.
CN(C)Cc1c[nH]c2nccnc12	17	.	7%	.	-1%	.	.
COc1ccc(CNC(=O)C(C)n2c(=O)cc(C)c3c(C)nn(-c4ccccc4)c32)cc1 (configuration not stated)	6	.	.	.	-2%	-3%	.
CCOC(=O)C/C(C)=N/NC(=O)COc1ccccc1C	-14	-4%	26%	-19%	5%	-6%	9%
Cc1c[nH]c(=O)c([N+](=O)[O-])c1	?	12%	3%	-1%	0%	-6%	-1%
COc1ccc(-c2nc(NC(=O)c3[nH]c(C)c(C(C)=O)c3C)sc2C)cc1	14	1µM*	-16%	-50%	-3%	1%	0%

Quoted from the listing for reference:
SMILES	HCMV inh	HCV inh	AMA1 RON2 block	AmpC no deterg	TbPYK inhibitor	AmpC inh detg	LmPK inh
Cc1cc(OCCN2CCCC2)cc(C(C)C)c1	-31	0%	-8%	-10%	2%	4%	-5%
CN1CCC(N2CC3CC(C2)c2cccc(=O)n2C3)CC1 (configuration not stated)	-20	?	4%	-28%	?	?	-3%

Other structures.
SMILES	HCMV inh	HCV inh	AMA1 RON2 block	AmpC no deterg	TbPYK inhibitor	AmpC inh detg	LmPK inh
Cc1onc(-c2ccccc2)c1C(=O)N/N=C/C(Br)=C/c1ccccc1	-70*	?	-10%	-16%	-3%	-14%	2%
OC(COc1cccc2ccccc12)CN1CCN(c2ccc(Cl)cc2)CC1 (configuration not stated)	-12	-5%	-26%	-12%&3%	-4%	2%&-7%	4%&-5%
CCn1c(O)c(C=Nc2ccc(S(N)(=O)=O)cc2)c(=O)n(CC)c1=S	-20	10%	-7%[2.32 µM]	-30%	-2%	-12%	2%
N#C/C(=C\c1ccc(N2CCCCC2)c([N+](=O)[O-])c1)c1nn(-c2ccccc2)c(N)c1C#N	2	-1%	-16%	-38%	-15%	-6%	3%
CCCSc1ncc(Cl)c(C(=O)N(Cc2ccccc2)c2ccc(OC)cc2)n1	-75*	.	.	.	-6%	1%	.
COc1ccc(-c2cnnn2-c2ccc(NC(=O)c3ccco3)cc2)cc1OC	49	-10%	-14%	-33%	1%	5%	6%
O=C1OCC/C1=C1/NCCNC1=O	-23	.	33%[activator]	.	1%	.	.
Cc1ccc(O)c(NC(=O)CCS(=O)(=O)c2nc(-c3ccc4c(c3)OCO4)cc(C(F)(F)F)n2)c1	15	.	.	.	-5%	10%	.
CC(=O)c1cccc(OCC(=O)OCC(=O)Nc2cc(S(=O)(=O)N3CCCCC3)ccc2C)c1	10	5%	-9%	-19%	2%	.	.
COC(=O)[C@]12CCCCC=C1N(Cc1cccc3ccccc13)C(=O)[C@H](CC(=O)N1CCCC1)C2	?	.	-7%	.	1%	.	.
C[C@@H]1CCCCO[C@@H](CN(C)S(=O)(=O)c2ccccc2)[C@@H](C)CN([C@H](C)CO)C(=O)c2cc(N(C)C)ccc2O1	-16	.	-9%	.	?	.	.
CCCC1=C(C(=O)OCC)C(c2ccc(OC)c(CSc3ccccn3)c2)C(C#N)=C(N)O1 (configuration not stated)	-30	9%	11%	-6%	-4%	-10%	7%
CNc1ccccc1C(C)(C)c1cn(-c2ccc([N+](=O)[O-])cc2)nn1	-1	-2%	-22%	30%	-4%	-4%	-1%
O=C(NCC1CCN(Cc2ccccc2Cl)CC1)Nc1cccc(Cl)c1	?	-21%	2%	19%	-2%	3%	0%
O=C(c1ccc(CSc2ccc(Cl)cc2)o1)N1CCOCC1	11	.	3%	.	0%	.	.
COCCNC(=O)/C(C#N)=C/c1ccc(-c2ccc(S(=O)(=O)N3CCOCC3)cc2)o1	-14	10%	-2%	-1%	-5%	-7%	1%
CC(SCc1ccccc1)C(=O)N/N=C/c1ccc(OCC(=O)NCc2ccco2)cc1 (configuration not stated)	-28	11µM*	7%[2.32 µM]	-22%	2%	-9%	5%
O=C(Nc1c(-c2ccccc2)nc2ccccn12)c1ccc(Br)cc1	-19	.	.	.	0%	-1%	.
COc1cccc(OCc2cc(/C=N/NC(=O)c3nc(Cl)c(Cl)c(N)c3Cl)ccc2OC)c1	13	-26%	15%	-25%	-4%	-4%	-5%
COc1ccc(-c2nc(CS(=O)CC(=O)NCc3ccccc3Cl)c(C)o2)cc1OC (configuration not stated)	-8	.	.	.	4%	8%	.
CCCc1cc(=O)oc2cc(OCC(=O)NCCCN3CCCC3=O)ccc12	8	11%	0%	6%	2%	-6%	-10%
Cc1c(CN2CCCCC2)c(O)n(CCCO)c(=O)c1C#N	31	-3%	12%	-4%	-5%	?	0%
NC(=O)CC(NC(=O)Cc1ccc(Br)cc1)c1ccc(N2CCN(c3ccc(F)cc3)CC2)c([N+](=O)[O-])c1 (configuration not stated)	-34	?	-7%	28%	0%	14%	11%
COc1cc(CNC(C)(C)CO)ccc1OCC(=O)NC(C)(C)C	4	16%	-5%	-10%	-4%	?	1%
CCCc1cc(=O)n2[nH]c(C)c(-c3ccc(Cl)cc3)c2n1	4	16%	131%[activator]	-32%	3%	-19%	-12%
COc1ccc(-c2cc(C(F)(F)F)nc(NCc3ccc(F)cc3)n2)cc1	8	.	.	.	0%	12%	.
COc1ccc(C2=CSC(/N=C/c3ccc(F)cc3)=NN2)cc1	?	-19%	-23%	2%	0%	?	-4%
COc1ccc(N2CCN(C3(c4ccccc4)C(=O)c4ccccc4C3=O)CC2)cc1	-12	.	.	.	-4%	13%	.
CC(C)(C)S(=O)N1Cc2cn(Cc3ccccc3)c(=O)cc2[C@H]1CCO (some centres not stated)	3	-50%	16%	.	-8%	.	.
O=C1[C@@H]2[C@@H]3C[C@@H]([C@H]4ON=C(c5ccc(OCc6ccccc6)cc5)[C@@H]34)[C@@H]2C(=O)N1c1ccc2c(c1)OCO2	13	-21%	7%	-52%	-1%	-11%	2%
COc1ccc(OC)c(NC(=O)Nc2nnc(COCCO)s2)c1	-20	.	-3%	.	-8%	.	.
Cn1c(SCC(=O)N2CCN(S(=O)(=O)c3ccc(Cl)cc3)CC2)nc2ccccc21	66	-8%	-11%	36%	-1%	0%	9%
Cc1ccc(C(c2nnnn2Cc2ccccc2)N2CCN(Cc3ccccc3)CC2)cc1 (configuration not stated)	16	-28%	-12%	34%	4%	5%	2%
Cc1ccc(OCCCC(=O)N2CCN(S(=O)(=O)c3cccc(F)c3)CC2)cc1	-15	-1%	-12%	121%[activator]	-11%	-11%	.
O=C(OCC(=O)N(C1CCCCC1)C1CCCCC1)c1ccncc1	-36	17%	-10%	-7%	0%	-9%	4%
Cc1ccc2cc(CN(CCCN3CCOCC3)C(c3nnnn3Cc3ccco3)C(C)C)c(=O)[nH]c2c1C (configuration not stated)	-21	-14%	93%[activator]	.	-13%	.	.
O=C(O)c1ccc(Cl)nc1	-24	-8%	10%	-11%	-5%	-7%	-1%
CC(=O)Nc1ccc(NC(=O)c2cccc(-c3cc4ccccc4oc3=O)c2)cc1	73	?	-4%	-24%	-8%	-6%	-3%
CCOc1ccc(-c2nc3c(C#N)c[nH]n3c2NC2CCCC2)cc1	-14	.	.	.	-4%	22%	.
CN1CCN(c2ccc([N+](=O)[O-])cc2C(=O)N2CCOCC2)CC1	26	20%	15%	-14%	3%	1%	3%
Cc1noc(C(=O)NCc2ccccc2)c1Cl	-31	-7%	-2%	-15%	1%	-13%	0%
Cc1cccn2c(=O)c(C=O)c(N3CCN(c4ccccc4)CC3)nc12	-21	?	-12%	30%	8%	1%	4%
COCCCNC(=O)/C(C#N)=C/c1ccc(OCC(=O)O)c(OC)c1	-18	26%	9%	-11%	-17%	-2%	6%
COC(=O)c1cc(NC(=O)C23CCC(C)(C(=O)O2)C3(C)C)cc(C(=O)OC)c1 (configuration not stated)	-23	2%	29%	-17%	4%	?	-3%
Cc1ccc(NC(=O)COC(=O)c2cc(-c3cccs3)nn2-c2ccccc2)cc1[N+](=O)[O-]	34	?	-1%	-1%	2%	-3%	0%
OCC[C@@H]1NCc2cc(CO)cc(-c3ccccc3)c21	-8	?	-2%	.	3%	.	.
CCC(C)(C(=O)NC1CCCCC1)N(C(=O)CC1NC(=O)NC1=O)c1c(C)n(C)n(-c2ccccc2)c1=O (configuration not stated)	16	21%	0%	-6%	-2%	-5%	-20%
C#CCSc1nnc(-c2sc3ccccc3c2Cl)o1	147	6%	47%[activator]	-28%	-1%	2%	1%
O=C(O)CNC(=S)N(Cc1ccccc1F)C1CCCCC1	-3	3%	-1%	1%	5%	-5%	1%
CS(=O)(=O)N(CC(=O)NCc1ccc2c(c1)OCO2)c1ccc(Cl)cc1	16	3%	-9%	-10%	4%	-7%	4%

In a second layout: 3 of the compounds above
Molecule | HCMV inh | HCV inh | AMA1 RON2 block | AmpC no deterg | TbPYK inhibitor | AmpC inh detg | LmPK inh
CCC(C)(C(=O)NC1CCCCC1)N(C(=O)CC1NC(=O)NC1=O)c1c(C)n(C)n(-c2ccccc2)c1=O (configuration not stated) | 16 | 21% | 0% | -6% | -2% | -5% | -20%
C#CCSc1nnc(-c2sc3ccccc3c2Cl)o1 | 147 | 6% | 47%[activator] | -28% | -1% | 2% | 1%
O=C(O)CNC(=S)N(Cc1ccccc1F)C1CCCCC1 | -3 | 3% | -1% | 1% | 5% | -5% | 1%
